EBI2 block – blocks human EBI2 receptor beta-arrestin signaling; inhibition, % at 5 µM; P32249; 360,000 compounds, 0.81% hits; EBI2 beta-arrestin recruitment, luminescence, 7a,25-OHC stimulated; in the data active = inhibition above about 38%;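 note: enzyme fragment complementation signal reports receptor beta-arrestin coupling in cells; 0% = agonist plus DMSO wells and 100% = wells without agonist; some results beyond the cut were filed as inactive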
CXCR6 inh – blocks human CXCR6 beta-arrestin recruitment. O00574. CHO-K1 PathHunter CXCR6 beta-arrestin, luminescence. inhibition, % at 20 µM. 360,000 compounds, 0.36% hits; in the data active = inhibition above about 34%, passing the limit was not always enough;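 note: antagonist mode with CXCL16 agonist at 10 nM final; 0% = 10 nM CXCL16 with DMSO and 100% = unstimulated wells without agonist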
Target sequence (O00574 whole entry, looked up): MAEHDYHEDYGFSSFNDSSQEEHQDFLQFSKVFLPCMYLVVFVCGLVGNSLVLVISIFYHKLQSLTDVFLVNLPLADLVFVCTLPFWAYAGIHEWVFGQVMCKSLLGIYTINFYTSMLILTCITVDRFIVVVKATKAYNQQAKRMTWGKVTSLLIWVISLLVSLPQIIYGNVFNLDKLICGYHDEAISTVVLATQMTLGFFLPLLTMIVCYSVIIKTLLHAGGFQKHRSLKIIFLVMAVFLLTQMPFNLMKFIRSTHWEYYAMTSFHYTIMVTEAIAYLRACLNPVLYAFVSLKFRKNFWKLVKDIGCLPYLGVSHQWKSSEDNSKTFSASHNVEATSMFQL
CCR6 antagonist – blocks CCL20-driven beta-arrestin recruitment at human CCR6 | P51684 | inhibition, % at 20 µM | 340,000 compounds, 0.49% hits | AID 493098 | CHO-K1 CCR6 PathHunter beta-arrestin, luminescence, CCL20-stimulated;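 active = compounds whose inhibition of the agonist-driven luminescence signal at 20 µM reaches about 50%, limit read from the data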;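 note: cells stimulated with CCL20 at 14 nM final; plate controls were DMSO with CCL20 for no effect and DMSO without agonist for full effect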
Target sequence (P51684 whole entry, looked up): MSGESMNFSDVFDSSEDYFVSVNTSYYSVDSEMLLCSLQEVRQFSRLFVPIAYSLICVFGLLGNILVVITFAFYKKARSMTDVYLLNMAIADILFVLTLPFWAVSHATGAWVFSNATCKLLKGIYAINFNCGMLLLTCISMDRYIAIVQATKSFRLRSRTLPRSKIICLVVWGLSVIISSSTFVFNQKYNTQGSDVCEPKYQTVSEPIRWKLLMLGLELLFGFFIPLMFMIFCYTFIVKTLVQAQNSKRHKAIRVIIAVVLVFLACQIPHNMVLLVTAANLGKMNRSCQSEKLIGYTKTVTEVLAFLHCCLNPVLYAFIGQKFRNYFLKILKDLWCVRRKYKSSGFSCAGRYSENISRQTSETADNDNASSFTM
XBP1 UPR activ – adaptive UPR (XBP1) activation; activation, % at 20 µM; 330,000 compounds, 0.33% hits; CHO-XBP1 luciferase reporter, IRE1-XBP1 UPR activation, luminescence; percent of tunicamycin response, DMSO as zero;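 active = versus positive control, 20 µM dose yields 30% or more activation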;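 note: 100% = tunicamycin at 10 µg/mL and 0% = DMSO only wells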
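Assay system: CHO-XBP1 luciferase reporter cells; Schedule: 6 h treatment, 37 °C; Detection: glow luminescence from Steady-Glo reagent; Benchmarks: high control tunicamycin 10 µg/mL final, low control DMSO vehicle only.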
tim23-1 inh – growth inhibitors of tim23-1 mutant yeast; S. cerevisiae tim23-1 growth, BacTiter-Glo luminescence, 24 h; 330,000 compounds, 1.3% hits; inhibition, % at 20 µM;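 active = growth inhibition of the mutant yeast at or above 50%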;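 note: temperature-sensitive mutant grown at 25 °C; plate controls were DMSO-treated mutant yeast for no effect and medium wells lacking yeast for full effect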
CHOP UPR activ – apoptotic UPR (CHOP) activation; 330,000 compounds, 0.34% hits; CHO-CHOP luciferase reporter, luminescence; percent of tunicamycin response over DMSO baseline; activation, % at 10 µM;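 active = at 10 µM dose, activation of 40% or more, normalized to positive control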;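 note: 100% = tunicamycin at 10 µg/mL and 0% = DMSO alone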
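Assay system: CHO cells with stable CHOP pathway luciferase reporter; Buffer or medium: F12 plus 10% serum; Times: 16-18 h cell attachment, then 6 h compound exposure, 37 °C; Signal: luciferase luminescence; Read-out basis: percent activation relative to tunicamycin control; Control set: tunicamycin high control, DMSO low control.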
APJ ag – agonists of human APJ apelin receptor; P35414; CHO-K1 APJ PathHunter beta-arrestin, luminescence; 0% DMSO wells, 100% apelin; activation, % at 20 µM; 330,000 compounds, 0.11% hits; AID 2520;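 active = activation more than six SD over the plate average, tested at 20 µM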;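 note: 0% = DMSO alone and 100% = apelin-13 at 10 nM; some results filed as inactive read as strong as hits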
Target sequence (P35414 whole entry, looked up): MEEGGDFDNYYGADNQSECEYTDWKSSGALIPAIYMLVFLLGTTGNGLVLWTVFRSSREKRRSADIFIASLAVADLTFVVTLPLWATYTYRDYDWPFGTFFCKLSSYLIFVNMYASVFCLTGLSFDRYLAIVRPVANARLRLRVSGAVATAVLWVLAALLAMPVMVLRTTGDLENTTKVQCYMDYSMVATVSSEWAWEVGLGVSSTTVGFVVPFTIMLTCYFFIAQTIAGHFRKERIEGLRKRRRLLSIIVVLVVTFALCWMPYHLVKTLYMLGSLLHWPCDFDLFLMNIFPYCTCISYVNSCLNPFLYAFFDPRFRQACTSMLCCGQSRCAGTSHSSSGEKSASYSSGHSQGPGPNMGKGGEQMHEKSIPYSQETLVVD
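Test system: CHO-K1 APJ beta-arrestin complementation cell line. Amount: cell density 1000 per well. Controls: DMSO negative, 10 nM Apelin-13 positive. Signal: luminescent beta-gal fragment complementation, chemiluminescent substrate. Read-out basis: agonist-driven arrestin binding to APJ. Timing: compound stimulation 90 min at 25 °C, detection 60 min.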
Mdm2 MdmX PPI – inhibitors of human Mdm2/MdmX interaction; SaOS-2 split-luciferase Mdm2/MdmX complementation, luminescence; inhibition, % at 8 µM; 330,000 compounds, 3% hits; AID 485346;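 active = inhibition of at least 50% at 8 µM in the primary screen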
APJ antagonist – APJ receptor antagonism; 330,000 compounds, 0.32% hits; P35414; CHO-K1 APJ beta-arrestin complementation, luminescence; inhibition, % at 20 µM;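 active = inhibition above about 40% at 20 µM, limit read from the data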;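 note: cells challenged with 10 nM apelin-13 agonist together with compound; plate controls were apelin-13 plus DMSO wells for no effect and DMSO wells lacking apelin-13 for full effect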
Active calls of the source: *. These rows are one share of the data (hit frequency here may not be typical).

SMILES	EBI2 block	CXCR6 inh	CCR6 antagonist	XBP1 UPR activ	tim23-1 inh	CHOP UPR activ	APJ ag	Mdm2 MdmX PPI	APJ antagonist
CN1C(=S)N2CCCN2C1c1ccccc1 (configuration not stated)	9	-4	8	-2	5	1.2	-2	14	-2
Cc1ccc(S(=O)(=O)CCN2C=CC(C(F)(F)F)=NCC2)cc1	-11	0	-1	0	10	0.6	-1	15	15
COc1ccc([C@H]2CC(=O)C=C(c3cc(Cl)cc(Cl)c3)C2)cc1	46*	0	13	1	25	-0.6	-3	7	6
CCOc1ccccc1-c1cc(-c2ccc(OC)cc2)nc2c1c(=O)n(C)c(=O)n2C	18	6	12	19	1	2.2	-3	41	9
COc1cc(NC(=O)CCCl)cc(-n2cnnn2)c1	6	6	16	-2	6	-2.4	-2	-4	4
COC(=O)c1cc(S(=O)(=O)NCC2CCN(Cc3ccc(Cl)cc3)CC2)c[nH]1	4	-4	8	-3	-17	0.0	3	22	6
N=c1oc2ccccc2cc1C(=O)NC1CCCCCC1	5	1	5	-4	39	0.9	0	-88	-2
C=CCN(c1ccccc1)S(=O)(=O)c1ccc(Cl)c(C(=O)OCC(=O)NCCCN2CCCC2=O)c1	2	3	14	1	10	-0.3	-1	22	-13
O=C1CC(c2ccccc2)CN1C(=O)c1cncc(Br)c1 (configuration not stated)	-15	4	-9	0	12	-1.0	-2	5	-12
CC(C)(C)c1cccc(Cn2nnc3ccccc32)c1O	-20	-3	13	-3	2	-0.3	14	-3	10
CCOc1ncccc1C(=O)OCC(=O)N1CCN(S(=O)(=O)c2ccc(Cl)cc2)CC1	3	-3	6	-1	3	-1.0	1	18	-11
O=C(Nc1ccccc1)OCN1C(=O)c2ccccc2C1=O	-4	2	13	4	28	2.1	0	-14	-9
COc1cc(Br)cc2cc(C(=O)N3CCCCC3C)c(=O)oc12 (configuration not stated)	-1	1	-9	0	19	-0.2	5	-6	10
O=C(COC(=O)c1cc(-c2cccs2)nn1-c1ccccc1)Nc1cccc([N+](=O)[O-])c1	26	-1	3	-1	26	-0.5	-5	1	7
COc1ccc(-c2nnc(SC(C)C(=O)Nc3ccc4c(c3)OCCO4)o2)cc1 (configuration not stated)	-14	2	12	-2	0	3.4	2	-83	9

Sorted by count of non-hydrogen atoms (high to low): part of the list above
SMILES	EBI2 block	CXCR6 inh	CCR6 antagonist	XBP1 UPR activ	tim23-1 inh	CHOP UPR activ	APJ ag	Mdm2 MdmX PPI	APJ antagonist
O=C(COC(=O)c1cc(-c2cccs2)nn1-c1ccccc1)Nc1cccc([N+](=O)[O-])c1	26	-1	3	-1	26	-0.5	-5	1	7
O=C(Nc1ccccc1)OCN1C(=O)c2ccccc2C1=O	-4	2	13	4	28	2.1	0	-14	-9
CC(C)(C)c1cccc(Cn2nnc3ccccc32)c1O	-20	-3	13	-3	2	-0.3	14	-3	10

The main list resumes; the 3 compounds before the break are reprinted first.
SMILES	EBI2 block	CXCR6 inh	CCR6 antagonist	XBP1 UPR activ	tim23-1 inh	CHOP UPR activ	APJ ag	Mdm2 MdmX PPI	APJ antagonist
COc1cc(Br)cc2cc(C(=O)N3CCCCC3C)c(=O)oc12 (configuration not stated)	-1	1	-9	0	19	-0.2	5	-6	10
O=C(COC(=O)c1cc(-c2cccs2)nn1-c1ccccc1)Nc1cccc([N+](=O)[O-])c1	26	-1	3	-1	26	-0.5	-5	1	7
COc1ccc(-c2nnc(SC(C)C(=O)Nc3ccc4c(c3)OCCO4)o2)cc1 (configuration not stated)	-14	2	12	-2	0	3.4	2	-83	9
CCOC(=O)c1csc(NC(=O)c2cc(OC)c(OC)c(OC)c2)n1	-1	1	-13	11	27	-1.5	-1	30	-16
FC(F)(F)c1nnc(-c2ccccc2)nc1N1CCCC1	5	2	5	3	21	0.1	-4	19	6
CCOCCCNC(=S)N(CCO)Cc1cc2cc3c(cc2[nH]c1=O)OCCO3	0	1	5	-3	-3	-1.3	2	23	5
CN(C)S(=O)(=O)c1ccc(C(=O)Nc2ccccc2F)cc1	-8	-1	-19	2	8	1.2	-4	-21	5
CCOC(=O)c1cnn(-c2ccccc2)c1-n1cccc1C(=O)C(=O)Nc1ccccc1	4	1	10	1	30	3.8	-2	-6	10
O=C(C1=C[C@@H](c2csc3ccccc23)C[C@@H](OCc2ccc(CO)cc2)O1)N1CCN(Cc2ccc3c(c2)OCO3)CC1	17	-1	8	1	29	4.0	-4	54*	-8
CCc1ccc(OCC(O)CN2CCC(CN3C(=O)c4cccc5cccc(c45)C3=O)CC2)cc1 (configuration not stated)	60*	-23	-4	2	-1	1.5	4	77*	-14
COc1ccc(NC(=O)C(NC(=O)CC2NC(=O)NC2=O)c2ccccc2)cc1 (configuration not stated)	-3	-5	0	1	5	1.4	-2	-6	-10
CCOc1ccc(NCCC(O)c2ccc(F)cc2)cc1 (configuration not stated)	-6	-14	-1	12	10	-2.5	-3	-41	-4
COc1cccc(CNC(=O)C2CCCN(S(=O)(=O)c3ccc4c(c3)C(C)(C)C(=O)N4C)C2)c1 (configuration not stated)	4	-6	-6	0	6	0.0	1	13	7
CC12CCC(=O)N1C(C(=O)Nc1nc3ccccc3s1)CS2 (configuration not stated)	-7	-8	5	2	12	0.7	-4	10	-9
Cc1ccc(Cl)cc1NC(=O)c1ccc(Cn2cc(Cl)cn2)cc1	11	4	25	-1	33	-1.5	-3	25	8
O=C(NNC(=O)c1ccc(-n2cncn2)c([N+](=O)[O-])c1)c1ccccc1	1	-2	2	2	17	0.5	-4	12	-90
Cc1cc(C)n(CCC(=O)N2CCCC(N3CCN(c4cccc(Cl)c4)CC3)C2)n1 (configuration not stated)	4	-2	22	-4	3	0.7	-3	4	8
Cc1ccc(NC(=O)c2ccc([N+](=O)[O-])o2)cc1S(=O)(=O)N1CCOCC1	-4	-7	-16	0	33	82*	7	18	-91
CC(Oc1ccccc1Cl)C(=O)Nc1ccccc1C(=O)N1CCOCC1 (configuration not stated)	-10	-5	7	32*	18	-2.3	-4	24	3
c1cnc(NC2C3CC4CC(C3)CC2C4)nc1 (configuration not stated)	4	-2	6	-3	15	0.5	-4	11	12
CCCN(CCC)C(=O)c1cc2c(=O)n3cccc(C)c3nc2s1	1	4	8	12	23	-0.2	-1	-10	10
CC1CCCCC1NC(=O)Cn1cccc1C(=O)c1ccccc1 (configuration not stated)	-2	0	15	3	21	0.1	-4	11	12
COc1ccccc1Nc1ncc(C(C)=O)c(C)n1	-18	0	18	5	18	5.1	-2	7	2
COC(=O)C1=C(O)/C(=C\c2ccc(OCC(=O)Nc3ccccc3)cc2)N=C1C	-13	2	3	0	-9	-1.6	-1	14	-7
CCOC(=O)C1CCN(Cc2c(C(=O)N3CCOCC3)nc3c(C)cccn23)CC1	4	1	9	-2	-1	-1.6	-3	15	24
Cc1cc(C)cc(NC(=O)CN2C(=O)c3ccccc3C2=O)c1	-2	-3	2	-5	11	0.9	-2	16	13
O=c1c2ccccc2c(C=Nc2cccc(O)c2)c(O)n1-c1ccc2c(c1)OCO2	-33	9	7	3	-19	2.1	3	82*	8
O=C1CCc2cc(NS(=O)(=O)c3ccccc3)cc3c2N1CC3	-2	-8	9	2	-9	-1.5	4	15	-39
Cc1ccccc1CN(C)C(=O)CNC(=O)c1ccc2ccccc2c1	18	6	16	-4	4	-0.7	-1	5	16
Nc1cc(S(=O)(=O)Nc2ccccc2Cl)ccc1N1CCOCC1	-8	1	-3	-2	16	0.8	-3	-9	-13
COc1ccccc1C=NC(CO)C(O)c1ccc([N+](=O)[O-])cc1 (configuration not stated)	-13	3	11	-1	12	2.2	0	7	7
CC1CCCCN1CCCNC(=O)c1c(O)nc2ccccn2c1=O (configuration not stated)	-11	-5	3	-4	6	1.9	-3	23	-7
CC1(C)Cc2c(sc3nc(SCC(=O)O)[nH]c(=O)c23)CO1	12	6	-13	0	6	1.1	-5	16	0
O=C(NCCNc1ccc([N+](=O)[O-])cc1Cl)c1ccccc1F	-4	3	15	-3	4	0.0	-2	4	14
CC(C)Oc1ccc(CNS(=O)(=O)c2csc(C(N)=O)c2)cc1	-3	-5	18	-5	-11	0.3	0	18	-19
NS(=O)(=O)c1ccc(Nc2ccccc2)c([N+](=O)[O-])c1	3	-3	7	10	13	1.5	-4	0	1
COc1ccc2nc(-c3ccco3)c(-c3ccco3)nc2c1	-2	0	7	2	5	2.3	4	5	-13
O=C(c1cccs1)N1CCc2ccccc2C1	1	1	23	4	2	-2.1	-1	6	8
CC(=O)Nc1ccccc1/C=C/c1ccc2c(C)ccc(O)c2n1	-9	-7	9	2	26	2.6	4	7	-47
O=C(NCc1ccccc1)/C(=C/c1ccc([N+](=O)[O-])cc1)NC(=O)c1ccco1	3	-10	7	-2	3	0.6	5	-16	-13
COc1cccc(N(CC(=O)Nc2ccccc2C(=O)N2CCCC2)S(C)(=O)=O)c1	7	-2	-1	-6	-6	-1.0	0	17	30
COc1cc(/C=C2\N=C(C)OC2=O)cc(Cl)c1OC(C)=O	-6	-7	8	0	26	-1.1	-2	11	-15
CCC(C)NS(=O)(=O)c1ccc(OCC(=O)N2CCCCC2)cc1 (configuration not stated)	-1	-6	-2	-2	0	-0.2	-6	7	3
Oc1ccc(C2Nc3cccc4cccc(c34)N2)cc1	-8	-2	-14	7	23	3.9	8	32	-65
CCc1nnc2n1N=C(c1ccccc1)CS2	10	0	-2	0	11	4.3	-3	-20	15
C/C(=N\NC(=O)c1cc(-c2ccncc2)nc2ccccc12)c1ccc(OC(F)F)cc1	20	8	-1	1	6	1.1	5	-2	-1
CC(C)CN(C(=O)CCCOc1ccc(Cl)cc1Cl)c1c(N)n(Cc2ccccc2)c(=O)[nH]c1=O	0	3	0	-1	-4	1.0	-2	-16	-7
COc1ccccc1C(=O)NCCC(=O)N1CCN(c2cccc(C(F)(F)F)c2)CC1	1	-4	21	-2	9	-0.7	-4	2	-3
COCCOC(=O)C1=C(C)N=C2SCCC(=O)N2C1/C=C/c1ccccc1 (configuration not stated)	3	-1	10	-2	15	-2.2	0	-3	1
COc1ccccc1CNC(=O)C1CCCN(S(=O)(=O)c2ccc3c(c2)C(C)(C)C(=O)N3C)C1 (configuration not stated)	4	-3	4	-2	12	-1.9	1	-11	-5
Cc1ccc(-n2nnnc2SCC(=O)NC2CCS(=O)(=O)C2)c(C)c1 (configuration not stated)	-8	3	6	1	-16	-0.4	-8	1	14
COc1ccc(NC(=O)CSCC(=O)Nc2nnc(CC(C)C)s2)cc1	-7	0	-5	-2	1	-0.4	-5	9	15
Cc1cc(C)cc(C(=O)NC(CC(N)=O)c2ccc(N3CCN(c4ccccn4)CC3)c([N+](=O)[O-])c2)c1 (configuration not stated)	-13	-11	12	0	4	-0.5	4	-26	-2
CCOC(=O)CNC(=O)C1Cc2ccccc2CN1S(=O)(=O)c1cccs1 (configuration not stated)	-3	-7	0	0	12	-1.5	-3	26	7
COCCCNC(=O)CCC(=O)Nc1ccc2nc(N3CCOCC3)cc(C)c2c1	-2	-4	-16	-2	-6	1.0	-2	-35	6

Assay outcomes as filed in PubChem.
